Screening data deposited in PubChem by Broad Institute.
SR-BI DiI inh = blocks mouse SR-BI lipid uptake from DiI-HDL. Q61009. ldlA[mSR-BI] CHO cells, DiI-HDL uptake fluorescence, 3 h. inhibition, % at 12.5 µM. hit rate 0.96% among 320,000. AID 488896;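 active means mean replicate inhibition of at least 70% and a set share of replicates each scoring 70 or more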;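 further: 0% = median of neutral control wells and 100% = median of positive control wells; values of inactives mirror those of a sister screen read the other way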
Target sequence (Q61009 whole entry, looked up): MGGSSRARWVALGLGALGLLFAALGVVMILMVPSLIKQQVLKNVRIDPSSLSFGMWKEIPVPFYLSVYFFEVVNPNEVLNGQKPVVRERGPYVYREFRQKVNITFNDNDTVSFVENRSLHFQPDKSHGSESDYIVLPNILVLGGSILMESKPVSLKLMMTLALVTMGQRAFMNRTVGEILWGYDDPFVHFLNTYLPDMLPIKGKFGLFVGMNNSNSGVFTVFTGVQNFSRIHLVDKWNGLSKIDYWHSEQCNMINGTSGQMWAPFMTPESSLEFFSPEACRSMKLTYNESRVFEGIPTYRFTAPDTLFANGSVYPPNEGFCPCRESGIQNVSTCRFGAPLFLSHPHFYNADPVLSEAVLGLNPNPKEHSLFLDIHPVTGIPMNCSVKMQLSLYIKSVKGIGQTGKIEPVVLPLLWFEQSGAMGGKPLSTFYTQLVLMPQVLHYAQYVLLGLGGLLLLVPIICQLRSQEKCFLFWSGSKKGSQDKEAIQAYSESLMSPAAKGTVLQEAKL
PvdQ inh = P. aeruginosa PvdQ acylase inhibition; purified PvdQ acylase, fluorescence plate reader; inhibition, % at 10 µM; hit rate 0.063% among 340,000; in the data active means inhibition above about 30%, passing the limit was not always enough;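 further: 0% = vehicle neutral wells and 100% = reference inhibitor wells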
PfHsp90 set2 = growth inhibition of yeast expressing Plasmodium Hsp90; S. cerevisiae expressing PfHsp90, BacTiter-Glo ATP, 48 h; yeast lacking PDR1 and PDR3 efflux regulators; inhibition, % at 9.4 µM; hit rate 0.32% among 310,000; AID 504621;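 active means every replicate shows inhibition above about 80%, whatever the replicate mean, limit read from the data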;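 further: 0% = DMSO neutral controls and 100% = 20 µM radicicol positive controls; yeast relying on Plasmodium falciparum Hsp90 in place of its own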
NSD2 inh = NSD2 (human) methyltransferase inhibition; AID 743445; O96028; inhibition, % at 12.5 µM; NSD2 peptide methylation, AlphaScreen, 120 min; hit rate 0.54% among 310,000; in the data active means inhibition above about 50%
CAL PDZ FP-1 = inhibitors of human CAL PDZ peptide binding; Q9HD26; purified CAL PDZ, TMR-peptide fluorescence polarization, 1 h; inhibition, % at 20 µM; hit rate 0.02% among 330,000; AID 504414;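 active means highest replicate inhibition of at least 40%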;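 further: plate controls were DMSO neutral control wells for no effect and unlabeled competitor peptide control wells for full effect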
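Material: tagged CAL PDZ domain; buffer or medium: 25 mM sodium phosphate pH 7.4, 150 mM NaCl, TCEP, IgG, Thesit; compound dosing: single point, 20 µM; schedule: 1 h incubation at room temperature before polarization reading; measured by: FP readout, S and P plane fluorescence; read-out basis: percent inhibition from loss of millipolarization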
Rtt109 HAT inh = inhibitors of Candida albicans Rtt109/Vps75 histone acetyltransferase; AID 540336; hit rate 0.16% among 330,000; inhibition, % at 34.9 µM; Q5AAJ8; purified Rtt109/Vps75, ThioGlo CoA-SH fluorescence, 4 h;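 active means inhibition of at least 50% in every replicate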
MITF TRPM1 HTS = MITF TRPM1 promoter activation in melanoma cells; SK-MEL-5 TRPM1-promoter luciferase, 24 h; % of positive control, neutral wells = 0; activation, % at 12.5 µM; hit rate 0.75% among 300,000; AID 588334;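 active means mean activation of at least 80% with every replicate also reaching 80%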;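 further: 0% = neutral control wells and 100% = parthenolide positive control wells; values of inactives mirror those of a sister screen read the other way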
dFosB activator = enhances mouse delta FosB homodimer DNA binding; P13346; purified delta FosB, TAMRA-CDK5 oligo fluorescence polarization; percent of positive-control signal above neutral wells; activation, % at 25 µM; hit rate 0.99% among 340,000;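 active means mean activation above about 17%, with every replicate also reaching it, limit read from the data, passing the limit was not always enough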;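 further: fluorescence polarization rise as delta FosB binds a TAMRA Cdk5 AP-1 oligo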
Target sequence (P13346 whole entry, looked up): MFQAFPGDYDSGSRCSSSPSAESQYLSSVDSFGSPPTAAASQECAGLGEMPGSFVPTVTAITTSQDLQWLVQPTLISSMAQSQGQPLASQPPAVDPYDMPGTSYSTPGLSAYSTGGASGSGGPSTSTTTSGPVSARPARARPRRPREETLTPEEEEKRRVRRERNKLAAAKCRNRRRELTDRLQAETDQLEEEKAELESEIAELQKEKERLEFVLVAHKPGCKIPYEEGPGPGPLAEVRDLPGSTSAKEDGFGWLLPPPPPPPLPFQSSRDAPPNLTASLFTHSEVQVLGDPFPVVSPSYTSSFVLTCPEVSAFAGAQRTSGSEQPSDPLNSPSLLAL
SR-BI DiI-HDL act = enhances SR-BI lipid uptake from DiI-HDL | hit rate 0.096% among 320,000 | activation, % at 12.5 µM | CHO ldlA[mSR-BI] cells, DiI-HDL uptake fluorescence, 3 h; 100 = double the neutral-control signal;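 active means mean replicate activation of at least 60% and every replicate at or above 60%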;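 further: 0% = median plate neutral-control signal and 100% = twice that signal; values of inactives mirror those of a sister screen read the other way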
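Assay system: CHO ldlA[mSR-BI] cells, LDL receptor-null, SR-BI overexpressing; medium: Ham's F12 with 0.5% BSA, HEPES 25 mM, pH 7.4; also added: DiI-HDL 10 µg/mL; timing: 3 h uptake period with compound, 37 °C; signal: DiI fluorescence, bottom read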
CAL PDZ FP-2 = CAL PDZ (human) peptide binding inhibition; Q9HD26; purified CAL PDZ, TMR-peptide fluorescence polarization, 1 h; inhibition, % at 24.9 µM; hit rate 0.92% among 300,000; AID 602252;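 active means mean inhibition of at least 30% with at least half of replicates also reaching 30%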;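 further: 0% = DMSO neutral control and 100% = excess unlabeled competitor peptide PRC23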
Numbers without * were called inactive; · = no result given.

SMILES	SR-BI DiI inh	PvdQ inh	PfHsp90 set2	NSD2 inh	CAL PDZ FP-1	Rtt109 HAT inh	MITF TRPM1 HTS	dFosB activator	SR-BI DiI-HDL act	CAL PDZ FP-2
CC(C)(C)OC(=O)C[C@H]1C/C=C\C[C@@H](CC(=O)N[C@@H](CO)Cc2ccccc2)C(=O)NCCOC1=O	-4	-14	-4	·	-0.3	-4	-1	-8	4	-1
Cc1cc(S(=O)(=O)NC2CCN(Cc3ccccc3)CC2)c(C)cc1Cl	-13	-18	-9	0	-0.8	0	-4	-9	13	·
C=CCn1c(SCc2ccc(C#N)cc2)nnc1-c1cccc(OC)c1	19	0	4	-1	-1.0	7	-24	-4	-19	4
O=C(CCNS(=O)(=O)c1ccccc1)NNC(=O)COc1ccc(Cl)cc1	-7	-7	1	-1	-0.3	-5	·	1	7	-6
Cc1ccc2cc(/C=N/NC(=O)CN3CCOCC3)c(Cl)nc2c1	10	-4	-10	-2	-1.1	8	7	-18	-10	0
O=C(/C=C/c1ccc2c(c1)OCO2)Nc1nc2ccc(F)cc2s1	·	-2	-3	-3	-1.8	-5	87*	30*	·	·
O=C1CCCC(=O)N1c1ccc(F)cc1	-17	-19	3	-3	-1.2	0	·	4	17	-6
Cc1cc(NC(=O)c2ccccc2Cl)c(C(C)C)cc1O	7	-19	-5	2	0.4	-5	·	-7	-7	-6
COc1ccc(C(=O)/C=C2/c3ccccc3CC(C)(C)N2C)cc1OC	23	5	16	3	0.2	-10	-3	-5	-23	1
COCCCNC(=O)c1ccc(CS(=O)(=O)c2ccc(Br)cc2)o1	-11	4	-7	·	0.2	-6	2	-1	11	-1
COc1ccccc1N1CCN(C(=O)/C=C/c2c(Cl)nc3ccccn23)CC1	63	8	-10	3	-0.4	10	11	2	-63	5
CC1CC(=O)Nc2ccccc2N1C(=O)Nc1ccc(F)cc1 (configuration not stated)	-6	-12	0	-3	-2.0	0	·	-1	6	4
O=C(CN1CCN(C(=O)c2ccccc2)CC1)Nc1ccc(Cl)cc1F	-12	-9	-17	-1	-2.0	0	-1	-11	12	-4
CCCn1c(O)c(CN2CCCC(C)C2)c(C)c(C#N)c1=O (configuration not stated)	-1	6	8	·	-1.4	9	0	0	1	-2
COc1ccccc1C(=O)NNC(=O)C(=O)NC(C)C	-18	7	2	-1	-3.2	12	-24	-4	18	-1
CC(=O)NC(CC(=O)Nc1nccs1)c1ccccc1 (configuration not stated)	7	-8	-46	1	-2.1	3	5	-1	-7	-2
CN(C)CCCCNCCCNC(=O)/C=N\O	-15	10	-1	3	0.5	2	-2	4	15	-1
O=P(O)(O)c1ccccc1OCCOCCOCCOCCOc1ccccc1P(=O)(O)O	0	2	-6	-6	0.5	-4	65	0	0	·
Cc1cccc(N2CCN(C(=O)c3ccncc3)CC2C)c1 (configuration not stated)	-21	-8	-15	47	-0.5	-6	-9	-2	21	3
CN1CCC(=O)N([C@H](CC#N)c2ccccc2)CC1	-28	0	17	·	-0.7	2	10	6	28	-17
Cc1ccc(N(C(=O)CNC(=O)c2ccco2)C(C(=O)NCC2CCCO2)c2ccccc2)cc1 (configuration not stated)	-13	-14	-15	-4	-3.8	4	4	-1	13	0
O=C1CCc2cc(S(=O)(=O)N3CCN(c4ccccc4)CC3)cc3c2N1CCC3	-8	-12	-4	4	-0.6	-7	6	0	8	-5
COCCCNC(=O)c1ccc2c(c1)OCO2	-24	-20	-20	21	-0.1	-4	·	-5	24	-4
CCOc1ccccc1NC(=O)COC(=O)CNS(=O)(=O)c1ccc(C)cc1	-16	-12	25	32	-1.7	11	-4	-1	16	·
O=C(O)C(F)(F)C(NCc1ccccc1)c1ccccc1 (configuration not stated)	·	-7	-29	-5	-1.0	-29	8	-1	·	·
O=C(CCNS(=O)(=O)c1cccs1)Nc1ccccc1F	5	-18	·	-4	·	4	·	-1	-5	-10
Cc1cc(C)n2c(Br)c(CN3CCCC(C)C3)nc2n1 (configuration not stated)	-46	-18	-15	25	-0.7	5	-10	0	46	·
CC(C#N)On1c(SC(C)C#N)nc2ccccc2c1=O (configuration not stated)	-5	-4	·	·	-1.6	-5	-20	3	5	·
CCCn1c(CN2CCN(C)CC2)nc2ccccc21	·	-14	1	0	0.9	6	2	5	·	·
O=C(Nc1nc2c(F)cc(F)cc2s1)C1COc2ccccc2O1 (configuration not stated)	1	-16	-25	8	-0.7	8	30	2	-1	-3
CCOC(=O)C1=C(CSc2nc3c(cc2C#N)CCC3)OC(N)=C(C#N)C1c1ccccc1 (configuration not stated)	9	-13	3	0	-3.8	-5	-9	-14	-9	0
Cc1cccc(N(Cc2cc3ccccc3[nH]c2=O)C(=O)c2ccco2)c1C	-19	2	-22	0	-0.2	4	-13	-2	19	-4
Cc1ccc(S(=O)(=O)Nc2cccc(C(=O)NCC(c3ccco3)N(C)C)c2)cc1F (configuration not stated)	-4	-15	-41	3	-1.4	-4	2	-15	4	0
COc1cccc(S(=O)(=O)Nc2ccc(C(=O)N3CCCCCC3)cc2)c1	15	-6	8	0	-0.1	-1	-1	-14	-15	-3
Cc1cc(Br)ccc1SCC(=O)OCC(=O)Nc1ccc2[nH]c(=O)[nH]c2c1	-3	-5	·	-3	0.1	-2	-9	-4	3	-6
CCN1CCN(C(=O)c2cccc(OC3CCN(S(C)(=O)=O)CC3)c2)[C@@H](C)C1=O	2	-3	3	-4	-1.1	-3	3	-5	-2	0
Cn1c(=O)cc(OCC(=O)Nc2ccccn2)c2ccccc21	-8	1	·	0	0.2	-6	1	-13	8	-3
O=C(c1ccc2[nH]c(=O)c(=O)[nH]c2c1)N1CCc2ccccc2C1	-4	-14	-20	1	-2.8	-9	-3	-1	4	-3
O=c1c2ccccc2nc(SCc2ccncc2)n1CC1CCCO1 (configuration not stated)	-3	-15	-29	-4	-7.1	-1	8	-6	3	-22
O=C(O)c1cccc(Nc2ncnc3c2cnn3-c2ccccc2)c1	-2	-12	-10	-3	-7.3	-7	15	-9	·	-11
NS(=O)(=O)c1ccc(NC(=O)c2cccc(Cl)c2)cc1	-5	-11	-4	·	-1.0	-4	-4	-1	5	39*
O=C(COC(=O)c1ccccc1Nc1ccccc1)c1ccccc1	54	-11	7	-1	-2.3	-3	18	-2	-54	-1
Fc1ccc(OCCCCN2CCOCC2)cc1	-15	-10	20	3	-0.6	3	-1	-3	15	-6
Cc1nc(SCC(=O)c2cccc([N+](=O)[O-])c2)n[nH]1	2	7	17	·	-0.2	1	-5	-4	-2	-1
COc1cc(OC)cc(C(=O)NCC(=O)N2CCCCCCC2)c1	39	-14	26	-7	-0.7	-6	-8	-5	-39	60*
CCOc1ccc(-n2c(SCC(=O)NCc3ccco3)nc3c(c2=O)SCC3)cc1	-2	-13	·	·	-0.5	-2	·	-14	2	1
Cc1onc(-c2ccccc2)c1CNC(=O)Nc1ccc(F)cc1F	·	-10	20	-5	0.3	-5	·	-4	·	1
CCN1CCN(C(c2cccs2)C(C)NC(=O)C(=O)N2CCCCC2)CC1 (configuration not stated)	-10	-1	-16	5	-0.9	5	4	5	10	·
CC(=O)Nc1ccc(S(=O)(=O)N2CCN=C2SCc2ccccc2C)cc1	-1	5	-13	-2	1.2	-6	14	-8	1	-6
COc1ccc(S(=O)(=O)NCCS(=O)(=O)N2CCN(c3ccccc3)CC2)cc1	-12	-23	8	-5	-1.4	-5	-2	-4	12	0

Look-ups from the entries so far.
Reading for O=C(COC(=O)c1ccccc1Nc1ccccc1)c1ccccc1 in CAL PDZ FP-1: -2.3
Reading for CCN1CCN(C(c2cccs2)C(C)NC(=O)C(=O)N2CCCCC2)CC1 (configuration not stated) in MITF TRPM1 HTS: 4

(further entries)
SMILES	SR-BI DiI inh	PvdQ inh	PfHsp90 set2	NSD2 inh	CAL PDZ FP-1	Rtt109 HAT inh	MITF TRPM1 HTS	dFosB activator	SR-BI DiI-HDL act	CAL PDZ FP-2
Cc1cc(C)cc(SCc2noc(C(=O)NC(C)C)c2C(=O)O)c1	-11	6	-4	·	-1.3	-4	3	3	11	-1
O=C(CNC(=O)c1ccccc1F)NCCc1ccc(Cl)cc1	·	-13	20	1	-2.2	8	-9	5	·	-4
COc1cc(OC)cc(C(=O)N/N=C/c2ccc(OC)c(COc3ccc(F)cc3)c2)c1	58	-9	-7	-4	-4.7	11	-16	-12	-58	-1
CCCCn1c(SCC(=O)Nc2cc(C)on2)nc2ccsc2c1=O	-15	-6	4	2	-0.2	0	-2	3	15	·
Cc1ccccc1NC(=S)N1CCCC(c2nc3ccccc3[nH]2)C1 (configuration not stated)	-34	-11	18	1	-0.5	3	-2	-7	34	·
Cc1ccc(S(=O)(=O)NC(=O)Nc2cc(C)ccc2F)cc1	-2	4	-12	1	·	8	2	-11	10	2
CC(C)N(c1nnc(N)s1)C(C)C	-2	-10	31	-3	-0.4	12	-7	-1	2	2
O=C(COc1ccc2ccccc2c1)N/N=C/c1ccccn1	-11	-8	-2	-1	-1.8	-3	4	-2	11	-1
Cc1c(-c2ccc(Br)cc2)[n+](=O)c2c(n1[O-])CCCCC2	-3	-12	-30	-1	0.1	9	·	-6	3	·
CC1CCc2sc3ncnc(N4CCOCC4)c3c2C1 (configuration not stated)	16	7	-19	0	-0.9	19	-2	-5	-16	-3
Cc1csc(SC(C)C(=O)NC2CCCCC2C)n1 (configuration not stated)	15	-12	-7	-1	-3.1	-2	5	-9	-15	-4
O=C(N/N=C/c1ccc([N+](=O)[O-])cc1)c1ccc(NS(=O)(=O)c2cccs2)cc1	49	-11	·	4	-0.9	23	-4	-7	-49	1
CCOC(=O)c1ccc(Oc2nc(OC)nc(N(C)C)n2)cc1	29	-4	·	1	·	18	·	-8	-29	-4
Cc1cc(NC(=O)CCC(=O)N(Cc2ccccc2)C2(C(=O)NC3CCCCC3)CCCC2)no1	-25	-12	-4	3	-0.1	5	-2	-13	25	-5
COc1ccc(C(=O)CSc2nc(=O)n(Cc3cccnc3)c3c2CCC3)cc1	11	-16	14	0	-1.5	-13	3	-14	-11	-1
CCOC(=O)C1=CN(Cc2cccc(F)c2)S(=O)(=O)NC1c1cccc(OC)c1 (configuration not stated)	5	12	-9	·	0.2	12	-4	-6	-5	1
Oc1csc(Cc2nc(-c3ccc(-c4ccccc4)cc3)cs2)n1	31	-8	-19	4	0.6	-7	5	-6	-31	-2
C(=N\N(c1ccccc1)c1ccccc1)/c1ccc2c(c1)OCO2	2	-1	·	0	-1.6	-8	-6	-4	-2	-1
